SKKanGAS inh = inhibitors of SKKanGAS S. pyogenes growth in kanamycin (SK-promoter or general growth effect). BacTiter-Glo, 6 h. inhibition, % at 7.5 µM. 300,000 tested, 1.3% active;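 active = mean replicate score, as percent of positive control median, at least 50; inconclusive = mean below 50 but one replicate at or above 50; inactive = mean and every replicate below 50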;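 also: strain carries kanamycin resistance gene driven by streptokinase promoter and grows in 40 µg/ml kanamycin; loss of luminescence reflects streptokinase promoter inhibition or plain growth inhibition; 0% = median of DMSO wells and 100% = positive control at its reference dose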
IEC-6 tox = kills IEC-6 intestinal cells in KLF5 counter-screen; inhibition, % at 5 µM; IEC-6 cytotoxicity, luminescence viability; 290,000 tested, 0.78% active; AID 1825; in the data active = inhibition above about 22%;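 also: 0% = plate median of test compound wells and 100% = cytotoxic reference compound wells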
aSyn UTR inh = 5' untranslated region of α-synuclein, MLPCN primary screen; alpha-synuclein 5'UTR reporter, inhibitor activity; inhibition, % (tested at 7.5 µM); 300,000 tested, 0.82% active; in the data active = inhibition above about 60%; inconclusive = no clear call, values can overlap the other calls;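 also: H4 neuroglioblastoma cells stably carrying SNCA 5'UTR luciferase fusion; 0% = DMSO wells and 100% = positive control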
AI-2 QS mod = modulates the Vibrio harveyi AI-2 quorum sensing system. Vibrio harveyi JMH597 AI-2 luminescence/OD600 ratio, 9 h; active compounds read low; strain lacks LuxN and CqsS sensors; 0 = neutral-control median. activity change, % at 7.5 µM. 300,000 tested, 0.4% active. AID 2094; in the data active = activity change below about -75%, passing the limit was not always enough; inconclusive = no clear call, values can overlap the other calls;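 also: luminescence divided by OD600 gain over 9 h not by final OD600 alone; inactives centre near 13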
HSF1 inh = HSF1 inhibition; NIH3T3-HGL HSE-luciferase, MG132-induced, luminescence 8 h; active compounds read low; 300,000 tested, 0.77% active; activity change, negative = inhibition, % at 7.5 µM (by protocol);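 active = more than half of replicate wells show activity change below -50%, luminescence cut by over half; inconclusive = some wells, but at most half, below -50%; inactive = no replicate well below -50%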;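 also: luciferase reports HSF-1 transcriptional activity via heat shock element; 0% = median of DMSO wells and -100% = zero luminescence signal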
HIF act = HIF pathway transcriptional activation | U2OS HRE-luciferase reporter, luminescence; normalized: DMSO 0%, desferrioxamine 100% | activation, % at 7.5 µM (by protocol) | 300,000 tested, 0.32% active;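 active = mean activation of at least 10% of the iron chelator positive control signal, with at least half of replicates also reaching 10%; inconclusive = mean and replicate majority disagree about reaching 10%; inactive = mean and most replicates under 10%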
KLF5 inh = inhibitors of KLF5 expression. DLD-1 KLF5 promoter-luciferase reporter, luminescence. inhibition, % at 5 µM. 290,000 tested, 0.23% active;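 active = inhibition above a per-plate limit of that plate's mean compound inhibition plus 3 SD, cut at about 60% in these data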;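 also: 0% = DMSO wells and 100% = LY294002 at 200 µM; higher means less KLF5 promoter-driven luciferase light; inactives centre near -14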
HSF-1 act = increases HSF-1 driven luciferase reporter signal. NIH3T3-HGL HSF-1 luciferase reporter, MG132, 8 h; 100% = twice DMSO control signal. activation, % at 9 µM. 300,000 tested, 1.7% active. AID 504408;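 active = mean replicate activation of at least 50% with a set share of replicates each reaching 50%; inconclusive = only one of those two conditions met; inactive = mean below 50% and too few replicates reaching it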;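 also: 0% = median of the neutral control wells and 100% = twice that signal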
Platelet DG rel = platelet dense granule release activity | AID 1663 | 300,000 tested, 0.22% active | inhibition, %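 (compounds screened at 7.5 µM in platelet-rich plasma)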 | human platelet-rich plasma, SFLLRN dense granule ATP release, luminescence;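 active = mean replicate score, as percent of positive control, at or above 50; inconclusive = mean below 50 but at least one replicate at or above 50; inactive = mean and every replicate below 50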
HSP90 refold inh = blocks HSP90-mediated luciferase refolding in reticulocyte lysate; Rabbit reticulocyte lysate, luciferase refolding luminescence, 3 h; inhibition, % at 5.6 µM; 290,000 tested, 0.91% active; AID 1789;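 active = inhibition above the screen-wide mean plus 3 SD, computed separately per campaign, cut at about 16% in these data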;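 also: 0% = DMSO wells and 100% = 60 µM geldanamycin wells; inhibitors lower the luminescence because luciferase stays unfolded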
Starred values were filed as active, the others as inactive; ? = inconclusive; . = no result given. Random draw from the library; about 6% have a hit in one of these screens.

item	Molecule	SKKanGAS inh	IEC-6 tox	aSyn UTR inh	AI-2 QS mod	HSF1 inh	HIF act	KLF5 inh	HSF-1 act	Platelet DG rel	HSP90 refold inh
1	COc1cccc(N2C(=O)Nc3ccc(Br)cc3C2(O)C(=O)NCCCOC(C)C)c1 (centres undefined)	-3	-4	16	18	0	-1.9	-4	-3	5	-5
2	CCC1C/C(=C/c2cccs2)C(=O)/C(=C/c2cccs2)C1 (centres undefined)	0	3	-27	19	8	.	-14	2	-3	2
3	COc1ccc(-c2nn(-c3ccccc3C)cc2CNC(C)Cn2cncn2)cc1F (centres undefined)	-4	-1	10	15	-1	-0.3	-32	7	0	3
4	CSc1ncc(CN2CCC(C(=O)Nc3cccc(-c4cscn4)c3)CC2)cn1	-2	0	29	47	-5	-0.2	-13	-4	-18	0
5	Nc1nnn(-c2ccccc2)c1-c1ccccc1	-2	.	12	16	2	0.2	.	4	2	.
6	CS(=O)(=O)N1CCN(Cc2ccccc2C(F)(F)F)CC1	1	6	12	26	-5	-0.3	-1	7	5	4
7	CCN1CCN(Cc2ccc(NC(=O)c3cc(NC(=O)N4CCNC4=O)cc(OC)c3)cc2C(F)(F)F)CC1	3	.	-18	13	5	-0.3	.	-12	-1	.
8	Cc1ccc(NS(=O)(=O)c2c(C)ccc3nsnc23)c([N+](=O)[O-])c1	-1	5	4	33	6	-12	4	27	5	-6
9	Cc1cc2cc3c(cc2nc1SCC(=O)OC(C)C)OCCO3	18	-2	-2	10	-2	0.3	-49	5	4	2
10	C=CCn1c(NCc2ccc3c(c2)OCO3)nc2ccccc21	.	-1	.	25	.	.	-3	.	.	1
11	Brc1ccc(-c2cn3ccccc3n2)cc1	1	8	-6	6	19	0.4	-156	28	28	14
12	COc1ccccc1/C=C/CN1CCCC(CO)(Cc2cccc(Cl)c2)C1 (centres undefined)	-9	-3	18	25	20	-0.8	-16	29	6	-1
13	C=CCNCCCCOc1ccccc1	3	0	20	10	2	-0.1	-7	13	3	-4
14	Cc1cc(C)n(C(=O)COc2ccc([N+](=O)[O-])cc2)n1	4	2	15	17	-9	0.4	-26	-10	1	4
15	O=C(c1cc(F)c(F)c(F)c1F)N1CCN(Cc2ccc3c(c2)OCO3)CC1	-2	5	4	-5	-4	1.3	-3	-3	8	6
16	O=C(O)CSCc1nc2cccnc2n1C1CCCCC1	33	-4	1	23	-1	0.1	-10	-2	-1	3
17	Cc1cc(C(=O)N2CCN(c3ccccc3)CC2)c(C)o1	0	-3	-4	19	13	0.3	-27	23	1	2
18	COc1ccc(NC(=O)CN(Cc2ccccc2)S(C)(=O)=O)c(OC)c1	-10	-9	-8	15	28	0.2	-38	?	-10	-2
19	CCOc1ccc(Br)cc1CNCCN1CCOCC1	2	1	-11	11	-6	-0.1	-5	11	5	-1
20	Cc1nc(/N=C(\N)NC(=O)NC2CCCCC2)nc2ccccc12	-8	16	10	17	-1	1.9	-1	34	8	0
21	NC(=O)CNC(=O)C1CCN(S(=O)(=O)c2ccc(-n3cnnn3)cc2)CC1	-6	-6	-20	33	1	-0.4	-21	4	-16	5
22	CCN(CC)C(=O)CSc1nnc([C@H](CCSC)NC(=O)OC(C)(C)C)o1	.	-1	.	46	.	.	-4	.	.	-3
23	COC(C(=O)NNS(=O)(=O)c1ccccc1[N+](=O)[O-])c1ccccc1 (centres undefined)	2	1	12	25	-1	-1.5	-24	-1	-1	0
24	CCOC(=O)C1CCN(CC(O)COc2ccc(C(=O)CC)cc2)CC1 (centres undefined)	12	7	-1	10	5	-0.2	-24	35	0	1
25	CCOc1ccccc1C1C(C(=O)OC)=CN(C)C=C1C(=O)OC	18	-2	11	16	0	-0.5	-12	3	0	-5
26	CCc1cc2c(=O)oc(-c3ccccc3F)nc2s1	5	0	-24	-7	17	-0.7	-16	44	4	1
27	CS(=O)(=O)N1CCN(c2ccc(C(=O)NC34CC5CC(CC(C5)C3)C4)cc2[N+](=O)[O-])CC1	1	5	-6	31	-4	0.5	-8	0	-6	5
28	CCCCOCCCNC(=O)COc1ccccc1	-7	3	-6	14	-2	-0.6	-9	-5	6	3
29	CCCC(C)c1nc(C(N)=O)c2[nH]c(=O)n(-c3ccc(OC)c(OC)c3)c2n1 (centres undefined)	13	-5	15	27	2	0.1	-6	22	18	-5
30	CCc1ccccc1NC(=O)CN(C)S(=O)(=O)c1ccc2c(c1)c(=O)n(C)c(=O)n2C	-4	4	3	-15	-5	-0.3	-23	3	-2	-4
31	CCn1c(C)nc2cc(C(=O)NNC(=O)CCC3CCCCC3)ccc21	-12	-4	-22	23	-4	-36	6	-3	-10	3
32	Cc1ccc(Cl)cc1NC(=O)C[n+]1ccc(Cc2ccc([N+](=O)[O-])cc2)cc1	24	-4	34	17	27	-1.3	13	65*	2	13
33	CC(/C=C/C=C/c1ccccc1)=N/NC(=O)CNc1ccc(C)cc1	4	-2	-57	30	3	1.0	-11	-14	10	0
34	CCC(=O)Nc1nc2ccccc2n1CCN(CC)CC	-3	0	16	6	-1	0.2	-13	16	-4	1
35	O=S(=O)(Nc1ncccn1)c1ccc(NC(=S)Nc2ccccc2)cc1	-2	1	-14	46	4	0.6	-33	1	4	-8
36	COC(=O)c1ccc(OCC(O)CN(CC(C)C)CC(C)C)cc1 (centres undefined)	3	0	17	3	6	-0.6	-7	14	2	-2
37	COC(=O)CCSc1cc([N+](=O)[O-])cc2c1c(C1OCCS1)nn2-c1ccccc1 (centres undefined)	-8	-3	22	30	6	-0.1	1	9	-19	3
38	CC(C)(C)n1cnc2cc(NC(=O)c3ccc(Cl)cc3)ccc21	-5	10	-138	-5	-1	4.8	-126	-9	2	5
39	COc1cccc(OC)c1OCCCN1CCC(Cc2ccccc2)CC1	-4	4	-5	13	2	0.0	-22	-2	1	-3
40	CC(C)NC(=O)C1CC=CCC1C(=O)O (centres undefined)	-3	-2	-2	35	-15	-0.5	24	-3	0	-8
41	O=C1CC2(CCCC2)C(=O)N1c1ccc(S(=O)(=O)NCC2CC2)cc1Cl	1	-1	-18	14	1	-0.8	-18	11	-12	4
42	Cc1cc(OCCN2CCCC2)ccc1[N+](=O)[O-]	-2	4	1	30	-4	0.1	-11	-7	14	3
43	COC(=O)c1ccc(OCC(=O)Nc2ccsc2C(=O)OC)cc1	-17	-2	-14	2	-8	-0.3	-6	1	0	0
44	O=C(Cn1c(NCCCO)nc2ccccc21)c1cccs1	-5	-6	15	17	-1	-0.6	-6	1	-7	-4
45	CC1(c2ccccc2)NC(=O)N(CC(=O)Nc2ccc(N3CCOCC3)cc2N2CCOCC2)C1=O (centres undefined)	-1	.	4	4	1	-0.7	.	7	6	.
46	CCN1CCN(c2nc(-c3ccccc3)nc3ccccc23)CC1	-6	-1	9	10	-4	-0.4	-13	-3	0	-5
47	O=C(Nc1cccnc1Cl)c1cc2c(s1)-c1ccccc1OC2	-10	-2	-61	8	14	1.9	-63	13	4	-1
48	CCOC(=O)Cn1cc(C(=O)C2CC2)c2ccccc21	-9	-1	10	20	-3	-1.0	-24	14	0	-2
49	CCc1ccc(NC(=O)c2noc(C(C)C)c2[N+](=O)[O-])cc1	-3	6	-56	-24	22	1.0	5	34	0	1
50	CCOc1cc(/C=C2\C(=N)N3N=C(C)SC3=NC2=O)ccc1OCCOc1cccc(OC)c1	10	-1	4	7	7	-0.1	-32	22	-2	-2
51	CC(C)SCC(=O)Nc1ncc2c(n1)-c1ccccc1CC2	7	-6	-6	11	-4	0.5	0	-6	-8	-1
52	C[C@H](NC(=O)c1nc[nH]c1C(=O)NC1CCNCC1)C(=O)OC(C)(C)C	3	.	0	4	6	0.1	.	11	1	.
53	CCc1ccccc1NC(=O)CSc1ncn[nH]1	-2	-5	19	12	2	-0.1	4	-3	-3	-2
54	COC(=O)Nc1ccc([N+](=O)[O-])cc1OC	3	-5	-1	18	0	-0.7	-27	-6	7	0
55	CSc1ccc(-c2nc(CSCC(=O)N3CCOCC3)c(C)o2)cc1	-6	3	-77	17	8	0.8	-45	8	5	10
56	O=S1(=O)NC(=NC2CCCCCC2)c2ccccc21	-5	-6	14	30	-7	-0.3	-4	-3	7	0
57	CN(C)/C=N/NC(=O)c1ccc(Cl)cc1	0	2	3	12	-3	-0.4	-26	3	-5	0
58	CCN(CC)S(=O)(=O)c1cc(C(=O)Oc2cccc(-c3cnc4ccccc4n3)c2)ccc1OC	13	-1	-171	13	5	1.9	-53	12	-7	-1
59	CC1(C)CC(=O)C2=C(C1)NC1=C(C(=O)c3ccccc31)C2c1ccccc1 (centres undefined)	8	3	-4	17	7	0.0	4	8	-3	-5
60	CC1(C(=O)O)CCC(C(=O)Nc2ccc(OC(F)(F)Cl)cc2)C1(C)C (centres undefined)	2	0	-4	25	-5	-1.7	-34	-3	-4	-4
61	COc1ccc(-c2[nH]ncc2/C=C(/C#N)C(=O)NC2CCCCC2)cc1	23	16	48	18	7	-55	-24	17	-4	9
62	C=CCc1ccccc1OCCNCc1ccccc1	5	-4	12	21	7	0.1	-16	11	7	-1
63	O=C(CSc1nnc(-c2ccncc2)n1Cc1ccccc1)NC1CCCc2ccccc21 (centres undefined)	4	-5	-10	35	-4	-0.2	-23	-3	-1	-1

Source: PubChem
